From PubChem BioAssay
LANA DNA inh – inhibitors of KSHV C-LANA binding to DNA, primary screen, biochemical, fluorescence polarization, FAM-LBS DNA, MBP-C-LANA, single point. inhibition, % at 9 µM. hit rate 0.078% among 340,000. AID 504423, 2011;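 active = highest replicate inhibition at or above 60% at 9 µM, even if other replicates fall short; inactive = all replicates below 60% inhibition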;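 also: 0% = neutral control wells and 100% = 4 µM acridine orange control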
cardiac RTF act – cardiac RTF calcium sensitivity activators, primary screen, biochemical, IANBD-TnC fluorescence, EC20 calcium | Troponin I, cardiac muscle (Homo sapiens) + Troponin T, cardiac muscle (Homo sapiens) + … | IANBD-labeled TnC RTF fluorescence at EC20 calcium; 0% EC20 calcium, 100% full calcium | activation, % at 7.2 µM | hit rate 0.24% among 340,000;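 active = activation above the mean over all tested compounds plus 3 SD, cut at about 30% in these data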;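 also: rise in fluorescence read as greater calcium sensitivity of cardiac thin filaments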
CAL PDZ FP-1 – untagged CAL PDZ binding inhibitors, primary screen, biochemical, fluorescence polarization, HTS | hit rate 0.92% among 300,000 | AID 602252, 2012 | Golgi-associated PDZ and coiled-coil motif-containing protein (Homo sapiens), Q9HD26 | inhibition, % at 24.9 µM | purified CAL PDZ, TMR-peptide fluorescence polarization, 1 h;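 active = mean inhibition of at least 30% with at least half of replicates also reaching 30%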;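 also: 0% = DMSO neutral control and 100% = excess unlabeled competitor peptide PRC23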
Rtt109 Vps75 – inhibitors of C. albicans Rtt109/Vps75 HAT, primary screen, biochemical, ThioGlo CoA-SH fluorescence, plate reader; Histone acetyltransferase RTT109 (Candida albicans (strain SC5314 / ATCC MYA-2876)), …; purified Rtt109/Vps75, 4 h; inhibition, % at 34.9 µM; hit rate 0.16% among 330,000; AID 540336, 2011;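 active = inhibition of at least 50% in every replicate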
Target sequence (Q5AAJ8 whole entry, looked up): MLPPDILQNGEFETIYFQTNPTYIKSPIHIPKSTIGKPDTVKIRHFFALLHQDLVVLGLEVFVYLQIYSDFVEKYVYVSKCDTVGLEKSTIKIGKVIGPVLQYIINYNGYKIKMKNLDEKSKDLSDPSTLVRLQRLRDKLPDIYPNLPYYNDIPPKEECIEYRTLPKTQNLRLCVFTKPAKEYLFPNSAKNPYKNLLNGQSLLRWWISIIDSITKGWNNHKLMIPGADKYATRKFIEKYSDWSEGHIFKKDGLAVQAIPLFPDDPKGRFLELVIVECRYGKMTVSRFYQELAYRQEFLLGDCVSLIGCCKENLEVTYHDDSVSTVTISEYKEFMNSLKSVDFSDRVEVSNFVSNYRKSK
DAGLB inh – DAGLB lipase inhibitors, primary screen, biochemical, fluorescence, HTS | AID 504411, 2011 | hit rate 0.059% among 340,000 | Diacylglycerol lipase-beta (Homo sapiens), Q8NCG7 | HEK293T DAGLB membrane lysate, EnzChek fluorogenic substrate | inhibition, % at 5.17 µM; in the data active = inhibition above about 34%;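 also: 0% = enzyme with vehicle and 100% = wells lacking enzyme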
RTF Ca sens inh – cardiac RTF calcium sensitivity inhibitors, primary screen, biochemical, IANBD-TnC fluorescence, EC70 calcium; inhibition, % at 7.15 µM; IANBD-labeled cardiac RTF, Ca2+ fluorescence; Troponin I, cardiac muscle (Homo sapiens) + Troponin T, cardiac muscle (Homo sapiens) + …; hit rate 0.12% among 340,000;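 active = inhibition above the mean inhibition of all tested compounds plus 3 SD, cut at about 17% in these data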;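 also: assay run at fixed EC70 calcium of 1.6 mM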
PKA-R2B activ – activators of PKA-R2B holoenzyme, primary screen, biochemical, fluorescence polarization, Cy5-IP20, human | cAMP-dependent protein kinase catalytic subunit beta (Homo sapiens) + cAMP-dependent … | PKA-R2B holoenzyme dissociation; R2B truncated from residue 108, S112A mutant; 0% DMSO only, 100% 113 µM cGMP | activation, % at 11.4 µM | hit rate 0.079% among 340,000;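 active = activation above a cutoff set at the mean over all compounds plus 3 SD, cut at about 18% in these data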;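 also: higher means more holoenzyme dissociation and a rise in polarization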
SR-BI uptake up – activators of SR-BI mediated DiI-HDL uptake, primary screen, ldlA[mSR-BI] CHO cells, DiI fluorescence | 3 h; 100 = double the neutral-control signal | activation, % at 12.5 µM | hit rate 0.096% among 320,000;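 active = mean replicate activation of at least 60% and every replicate at or above 60%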;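 also: 0% = median plate neutral-control signal and 100% = twice that signal; values of inactives mirror those of a sister screen read the other way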
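Test system: SR-BI-overexpressing, LDLR-lacking CHO cells. Measured by: DiI fluorescence, bottom read. Medium: Ham's F12 with 0.5% BSA, HEPES 25 mM, pH 7.4. Timing: 3 h uptake period with compound, 37 °C.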
Keap1-Nrf2 PPI – Keap1-Nrf2 protein-protein interaction inhibitors, primary screen, biochemical, fluorescence polarization, single point; inhibition, % at 9.4 µM; Keap1 Kelch-Nrf2 peptide fluorescence polarization, 1536-well; AID 504523, 2011; hit rate 0.15% among 340,000; in the data active = inhibition above about 12%;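 also: human Keap1 Kelch domain with fluorescein labeled Nrf2 9mer peptide probe; 0% = neutral control wells and 100% = peptide positive control; higher means more block of Keap1 binding to Nrf2 peptide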
Target sequence (Q14145 whole entry, looked up, the tested form may be a part): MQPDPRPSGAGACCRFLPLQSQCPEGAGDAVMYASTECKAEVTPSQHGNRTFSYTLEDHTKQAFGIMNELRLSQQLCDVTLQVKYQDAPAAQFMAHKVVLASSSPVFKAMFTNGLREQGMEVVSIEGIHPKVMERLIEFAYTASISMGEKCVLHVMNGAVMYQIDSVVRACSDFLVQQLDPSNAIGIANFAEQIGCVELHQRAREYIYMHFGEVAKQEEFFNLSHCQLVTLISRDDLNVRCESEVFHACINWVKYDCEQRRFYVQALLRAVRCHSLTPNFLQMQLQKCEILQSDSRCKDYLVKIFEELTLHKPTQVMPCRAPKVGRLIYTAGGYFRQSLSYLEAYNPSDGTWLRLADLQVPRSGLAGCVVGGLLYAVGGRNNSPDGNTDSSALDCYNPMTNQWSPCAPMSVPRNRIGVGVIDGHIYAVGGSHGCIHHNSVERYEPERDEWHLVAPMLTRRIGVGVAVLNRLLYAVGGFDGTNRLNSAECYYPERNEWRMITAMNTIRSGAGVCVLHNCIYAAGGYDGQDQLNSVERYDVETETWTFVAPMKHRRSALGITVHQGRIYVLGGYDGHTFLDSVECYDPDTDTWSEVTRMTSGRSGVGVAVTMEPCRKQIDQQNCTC
CAL PDZ FP-2 – CAL PDZ peptide-binding inhibitors, primary screen, biochemical, fluorescence polarization, Cer-tagged CAL PDZ, HTS; purified CAL PDZ, TMR-peptide fluorescence polarization, 1 h; inhibition, % at 20 µM; hit rate 0.02% among 330,000; AID 504414, 2011;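 active = highest replicate inhibition of at least 40%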;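 also: plate controls were DMSO neutral control wells for no effect and unlabeled competitor peptide control wells for full effect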
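Material – purified CerCALP PDZ construct · Detection – FP readout, S and P plane fluorescence · Measure – percent inhibition from loss of millipolarization · Controls – unlabelled peptide for full inhibition, DMSO wells as neutral · Probe or stimulus – TMR-labelled reporter peptide T*-PRC34 bound in PDZ groove · Times – 1 h at RT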
An asterisk follows results filed as active; x = no result given.

LANA DNA inh	cardiac RTF act	CAL PDZ FP-1	Rtt109 Vps75	DAGLB inh	RTF Ca sens inh	PKA-R2B activ	SR-BI uptake up	Keap1-Nrf2 PPI	CAL PDZ FP-2	molecule
-0.2	-7.5	-1.0	1.1	5.9	-8.3	0.1	20.1	-2.9	-0.1	CCC(=O)c1ccc(OCC(=O)OCC(=O)N2CCCc3ccccc32)cc1
0.8	0.3	-5.3	-2.4	-5.0	-3.7	-8.8	15.2	-1.8	-0.6	Cc1nn(CC(=O)NC2(C#N)CCCCC2)c(C)c1[N+](=O)[O-]
-0.7	-5.5	-2.8	7.3	-3.0	6.9	-3.6	x	-5.9	-2.4	COc1ccccc1CNC(=O)CC12CC3CC(CC(Br)(C3)C1)C2
1.6	4.8	9.7	18.5	13.9	-8.7	-1.9	-0.2	-0.1	0.7	CCCSc1nnc(NC(=O)CSc2nc3[nH]c(=O)cc(O)c3s2)s1
-1.6	-4.4	0.1	-6.2	0.5	-6.2	3.6	22.4	0.0	-0.3	CCOc1ccc(N2C(=O)Nc3ccc(Br)cc3C2(O)C(=O)NCCCN(C)C)cc1 (stereo not drawn)
-0.4	7.4	x	2.8	-1.4	-6.4	-9.9	7.5	1.2	0.6	COc1ccc(C2=NS(=O)(=O)N(C)C(C(=O)N3CCCCC3)=C2)cc1
3.9	-2.5	-4.0	5.7	0.2	2.2	2.1	-21.0	1.6	-0.4	Cc1ccc(/C=C/C(=O)N2CCN(S(=O)(=O)/C=C/c3ccccc3)CC2)o1
0.0	3.5	x	13.3	-1.8	-4.2	-4.0	10.8	-4.5	0.2	CC(Oc1ccccc1)C(=O)N=C1SC2CS(=O)(=O)CC2N1Cc1ccccc1 (stereo not drawn)
0.9	8.8	-2.2	-19.5	-4.5	-5.6	1.7	27.6	-6.7	-0.9	CCCCn1c(=S)[nH]c2ccccc2c1=O
2.4	1.7	4.8	-15.6	-3.3	0.7	-4.6	x	0.2	-0.6	CCN(c1ccccc1)S(=O)(=O)c1ccc(Cl)c(NC(=O)COC(=O)c2ccc[nH]c2=O)c1
3.0	-2.6	-0.8	-4.6	2.1	-15.4	-4.9	-15.9	2.5	0.0	CCCCCC(=O)Nc1cccc(C2=NOC3(C2)C[C@@H](C(N)=O)N(C(=O)c2cc([N+](=O)[O-])cc([N+](=O)[O-])c2)C3)c1 (stereo partly drawn)
0.1	2.2	-2.1	-9.5	0.4	-11.5	5.5	x	-4.2	-0.7	Cc1c(C(=O)NCc2ccc(F)cc2)oc2ccc(S(=O)(=O)N3CCOCC3)cc12
0.7	-7.4	12.2	-2.7	2.3	-2.3	-2.2	x	-3.0	-3.6	Cc1ccc(C(=O)NCCCNC(=O)c2ccco2)cc1C
1.2	-7.8	-2.1	8.5	0.5	-1.7	-14.3	x	-1.6	-1.9	Cc1cccc(NS(=O)(=O)c2ccc3c(c2)CCC(=O)N3)c1
-0.5	1.0	2.3	13.0	-2.3	1.7	-4.7	20.2	-9.8	-1.3	C/C=C\C=C\C(=O)N1CC2(CC(c3cccc(NC(=O)CC)c3)=NO2)C[C@H]1C(N)=O (stereo partly drawn)
-2.1	3.1	x	-1.9	-1.3	-2.9	12.0	-14.3	-0.2	-2.1	COc1ccc(S(=O)(=O)NCCOc2ccccc2)cc1OC
-1.4	3.7	-1.8	2.0	-1.9	-5.2	-2.8	3.3	1.6	-0.3	COc1ccc(CNC(=S)Nc2ccc(F)c(Cl)c2)cc1
3.5	-0.3	x	-9.7	0.1	-5.8	-2.3	1.2	4.0	-2.3	CC1(C)CC(=O)C=C(NNC(=O)c2ccccc2O)C1
-0.1	1.8	1.6	6.4	0.2	-7.0	-5.3	x	-6.0	-1.2	N#Cc1ccc(C(=O)Nc2cccc(NC(=O)c3ccco3)c2)c(F)c1
-0.6	-0.3	0.9	-7.3	-1.2	4.5	-5.0	-5.5	2.2	0.0	CCCc1cc(=O)oc2cc(OCC(=O)Nc3cc(C)on3)ccc12

LANA DNA inh	cardiac RTF act	CAL PDZ FP-1	Rtt109 Vps75	DAGLB inh	RTF Ca sens inh	PKA-R2B activ	SR-BI uptake up	Keap1-Nrf2 PPI	CAL PDZ FP-2	molecule
0.6	1.4	-3.5	-3.2	-1.4	-5.8	-0.2	13.6	-5.7	-0.3	CS(=O)(=O)Nc1ccc(C(=O)Nc2ccccc2C(=O)N2CCCC2)cc1
-0.1	2.0	-1.9	-1.5	-2.7	1.2	-12.0	-9.9	-4.0	-0.5	O=C(Nc1ccccc1)N(O)c1ccc(Cl)cc1
0.4	2.2	4.3	-12.0	-0.2	-11.0	2.9	47.9	3.2	0.8	Cn1c(/C=N/n2cnnc2)nc2ccccc21
-0.1	7.4	-3.6	2.6	-1.4	-2.8	3.0	24.3	-5.1	-1.4	COc1ccccc1N(CC(=O)NCCN1CCOCC1)S(=O)(=O)c1ccc(C)cc1
0.1	-3.9	-1.3	-10.3	-9.7	-3.0	-6.0	-19.4	-5.7	-1.7	CC(C)(C)c1cc(-c2ccco2)c(C#N)c(SCC#N)n1
1.2	10.0	14.8	3.8	-0.2	-13.9	0.4	6.8	0.8	0.8	COc1cccc(/C=N/Nc2ccc(Cl)nn2)c1
0.9	-1.6	-2.4	-2.4	-1.9	-2.3	2.4	20.8	1.5	-0.4	CC(C)(C)c1cc2cccnc2n1Cc1cccc(F)c1
-0.3	9.3	0.6	-5.0	0.0	-6.0	-13.3	20.7	-0.8	-1.3	C=CCNC(=S)NNC(=O)CSc1nc2ccccc2s1
-1.7	0.8	-2.6	-0.4	1.0	-9.1	3.1	-18.3	3.0	0.9	O=C(COc1ccc(S(=O)(=O)N2CCCC2)cc1Cl)NCc1ccc2c(c1)OCO2
-0.9	1.8	-2.4	-4.7	0.8	-8.0	3.3	22.9	1.6	-4.0	CCCn1c(SCC(=O)Nc2ccc3c(c2)OCO3)nc2c1c(=O)n(C)c(=O)n2C
-0.6	-0.1	0.8	7.6	-3.2	-10.2	-7.3	x	0.7	-0.1	O=C(COC(=O)CCC(=O)c1ccc(F)cc1)Nc1cccc(S(=O)(=O)N2CCCC2)c1
0.2	-6.5	-2.5	-9.4	0.4	2.0	1.4	19.9	-5.0	-2.6	COc1ccc2c(COC(=O)CCS(=O)(=O)c3ccc(C)cc3)cc(=O)oc2c1
-2.1	0.0	-5.1	-6.5	-0.4	-5.5	-5.2	8.6	0.0	-1.3	S=c1[nH]nc(-c2ccc(Cl)cc2)n1-c1cccnc1
-2.1	-0.5	-2.3	21.2	-2.6	10.3	-4.1	19.1	0.6	-1.1	c1ccc(C[C@H]2CNCCN2CCCCC2CCCCC2)cc1
0.1	-0.8	-1.7	-0.9	-3.2	1.1	-14.8	x	-1.6	-0.9	O=C(OCC(=O)N1CCCCCC1)c1ccccc1Br
-2.6	1.2	-5.8	-2.1	-5.2	0.8	-2.1	-7.5	0.4	-2.3	O=C(Nc1cccc(C(F)(F)F)c1)N1CCC(c2nc(-c3ccc(F)cc3)no2)CC1
-0.3	1.4	5.1	x	-8.3	-5.8	-2.3	4.4	-0.1	-1.5	COC(=O)c1ccc(Cn2nc(-c3cc(C)ccc3C)ccc2=O)cc1
0.2	1.6	0.1	-3.1	-0.6	-9.6	-5.0	-2.1	-7.9	-0.7	CCOc1ccc2nc(SCC(=O)NCc3ccc(OC)c(OC)c3)[nH]c2c1
-1.7	7.8	-0.8	-12.2	-2.5	-5.1	-3.7	17.5	-8.5	-2.1	CCOCCCN(C(=O)c1snc(C(N)=O)c1N)C(C(=O)NC1CCCC1)c1ccc(F)cc1 (stereo not drawn)
1.0	-0.1	0.1	-6.3	2.4	-9.0	-7.3	-4.0	0.0	-2.9	CC(OC(=O)CNS(=O)(=O)c1ccc2ccccc2c1)C(=O)N(C)c1ccccc1 (stereo not drawn)

Shown as tab-separated lines: 2 of the compounds above
compound	LANA DNA inh	cardiac RTF act	CAL PDZ FP-1	Rtt109 Vps75	DAGLB inh	RTF Ca sens inh	PKA-R2B activ	SR-BI uptake up	Keap1-Nrf2 PPI	CAL PDZ FP-2
CCOc1ccc2nc(SCC(=O)NCc3ccc(OC)c(OC)c3)[nH]c2c1	0.2	1.6	0.1	-3.1	-0.6	-9.6	-5.0	-2.1	-7.9	-0.7
CCOCCCN(C(=O)c1snc(C(N)=O)c1N)C(C(=O)NC1CCCC1)c1ccc(F)cc1 (stereo not drawn)	-1.7	7.8	-0.8	-12.2	-2.5	-5.1	-3.7	17.5	-8.5	-2.1

(continued)
LANA DNA inh	cardiac RTF act	CAL PDZ FP-1	Rtt109 Vps75	DAGLB inh	RTF Ca sens inh	PKA-R2B activ	SR-BI uptake up	Keap1-Nrf2 PPI	CAL PDZ FP-2	molecule
0.4	-11.2	-1.4	-3.8	-7.2	2.9	-8.2	22.9	4.4	0.2	Cc1cccc(NC(=O)c2nc[nH]c2C(=O)N2CCc3ccccc3C2)c1
1.1	-0.9	2.1	-6.2	-0.1	2.5	8.6	-15.6	-3.3	-1.7	CCCn1c(N)c(N(CCOC)C(=O)c2ccc(-c3ccc(Cl)cc3)o2)c(=O)[nH]c1=O
0.3	-1.1	-1.3	-4.1	2.7	-7.3	0.6	-5.7	-0.2	0.0	CC(/C=C/c1ccccc1)=N\Nc1ccccc1[N+](=O)[O-]
0.7	0.2	x	0.7	0.4	-4.2	7.0	-17.7	-4.0	1.2	CC(=O)N1CCc2cc(S(=O)(=O)CCC(=O)N(C)c3cc(C)ccc3C)ccc21
